# Bioassay records as filed in PubChem BioAssay.
# hIAP activ – increases human intestinal alkaline phosphatase activity | P09923 | purified human IAP, CDP-Star luminescence, 30 min; active compounds read high; 1 = vehicle-only enzyme, 0 = enzyme-free background | activation factor at 10 µM | 330,000 compounds, 0.16% hits;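 active means activation factor of the enzyme at least 2-fold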; further: the source names both 10 and 20 µM as test concentration; values of inactives mirror those of a sister screen read the other way
# Target sequence (P09923 whole entry, looked up): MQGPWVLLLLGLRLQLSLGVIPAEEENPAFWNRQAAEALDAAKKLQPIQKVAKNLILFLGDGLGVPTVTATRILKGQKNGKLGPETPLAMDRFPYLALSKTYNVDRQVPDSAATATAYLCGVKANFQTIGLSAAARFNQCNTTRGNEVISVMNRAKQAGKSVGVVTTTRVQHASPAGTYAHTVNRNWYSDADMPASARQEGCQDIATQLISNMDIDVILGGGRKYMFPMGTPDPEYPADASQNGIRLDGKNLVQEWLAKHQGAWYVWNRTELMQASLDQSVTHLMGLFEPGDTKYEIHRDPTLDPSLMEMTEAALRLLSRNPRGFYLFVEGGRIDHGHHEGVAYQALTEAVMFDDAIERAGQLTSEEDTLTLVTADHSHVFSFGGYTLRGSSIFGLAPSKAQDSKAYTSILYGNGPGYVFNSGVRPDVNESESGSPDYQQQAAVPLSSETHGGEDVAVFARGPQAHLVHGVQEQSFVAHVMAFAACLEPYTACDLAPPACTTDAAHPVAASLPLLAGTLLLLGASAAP
# mIAP act – mouse IAP activation; muIAP, CDP-Star luminescence, 30 min; active compounds read high; 1 = vehicle-only enzyme signal, 0 = enzyme-free wells; activation factor at 10 µM; 330,000 compounds, 0.24% hits; AID 2805;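 active means activation factor of at least 2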; further: the source names both 10 and 20 µM as test concentration; values of inactives mirror those of a sister screen read the other way
#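 System: mouse IAP enzyme. Reagent: CDP-Star chemiluminescent phosphatase substrate. Benchmarks: DMSO wells, no-enzyme wells. Times: 30 min enzyme-substrate-compound incubation at room temperature. Detection: luminescence from enzymatic CDP-Star hydrolysis. Doses: test compounds delivered from DMSO solution.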
# ATG4B inhibitor – ATG4B (human) cysteine protease inhibition. ATG4B cleavage of LC3-PLA2, NBD-HPC fluorescence, 1 h. 340,000 compounds, 0.51% hits. Q9Y4P1. inhibition, % at 8.33 µM; in the data active means inhibition above about 40%
# Target sequence (Q9Y4P1 whole entry, looked up): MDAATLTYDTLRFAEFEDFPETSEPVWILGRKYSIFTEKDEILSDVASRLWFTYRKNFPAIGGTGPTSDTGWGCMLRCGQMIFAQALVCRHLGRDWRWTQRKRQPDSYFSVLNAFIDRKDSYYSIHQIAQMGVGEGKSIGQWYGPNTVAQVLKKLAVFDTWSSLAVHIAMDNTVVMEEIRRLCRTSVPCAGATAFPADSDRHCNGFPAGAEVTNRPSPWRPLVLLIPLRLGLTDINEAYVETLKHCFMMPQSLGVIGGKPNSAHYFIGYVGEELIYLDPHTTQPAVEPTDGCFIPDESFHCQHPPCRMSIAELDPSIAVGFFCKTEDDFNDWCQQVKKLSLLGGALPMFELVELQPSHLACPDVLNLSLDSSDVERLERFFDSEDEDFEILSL
# PfGluPho inh – PfG6PD (Plasmodium falciparum) enzyme inhibition; PfGluPho enzyme, NADPH resazurin-diaphorase fluorescence; 350,000 compounds, 0.78% hits; inhibition, % at 20 µM; AID 504690;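 active means inhibition reaching at least a set limit at 20 µM in the primary screen, cut at about 59% in these data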;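 further: 0% = DMSO wells with substrate and 100% = DMSO wells lacking glucose-6-phosphate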
# APOBEC3A inh – blocks human APOBEC3A ssDNA deamination | AID 493011 | P31941 | recombinant A3A, FAM/TAMRA ssDNA deamination fluorescence | 330,000 compounds, 0.41% hits | inhibition, % at 20 µM;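 active means at least 40% inhibition at 20 µM here, with at most 30% in a related deaminase screen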;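 further: plate controls were A3A with DMSO for no effect and wells lacking A3A enzyme for full effect; some results filed as inactive read as strong as hits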
# Target sequence (P31941 whole entry, looked up): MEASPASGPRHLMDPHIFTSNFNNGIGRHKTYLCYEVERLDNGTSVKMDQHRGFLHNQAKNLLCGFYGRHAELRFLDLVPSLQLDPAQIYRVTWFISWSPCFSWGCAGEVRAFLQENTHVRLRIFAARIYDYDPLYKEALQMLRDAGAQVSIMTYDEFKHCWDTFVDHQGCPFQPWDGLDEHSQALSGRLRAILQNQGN
# hIAP inh – human IAP inhibition; P09923; purified IAP, CDP-Star luminescence, 30 min; inhibition, % at 10 µM; 330,000 compounds, 0.12% hits; AID 2544;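 active means inhibition reaching a set limit with compound at 10 µM in the primary screen, cut at about 35% in these data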;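 further: plate controls were DMSO wells with enzyme for no effect and no-enzyme buffer wells for full effect; values of inactives mirror those of a sister screen read the other way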
# mIAP block – mouse IAP inhibition | inhibition, % at 10 µM | purified mouse IAP, CDP-Star luminescence, 30 min | 330,000 compounds, 0.2% hits | AID 2806;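 active means inhibition of at least 40% at 10 µM in the primary screen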;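 further: plate controls were DMSO with enzyme for no effect and no enzyme wells for full effect; values of inactives mirror those of a sister screen read the other way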
# HKDC1 inh – inhibitors of human hexokinase HKDC1. 340,000 compounds, 0.16% hits. AID 493160. inhibition, % at 20 µM. recombinant HKDC1, G6PDH/diaphorase resazurin coupled fluorescence;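 active means inhibition above about 35% when tested at 20 µM, limit read from the data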;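 further: plate controls were DMSO wells with enzyme for no effect and DMSO wells lacking enzyme for full effect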
#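 Test system: recombinant HKDC1 (HK5) hexokinase enzyme, produced in-house; Amount: enzyme 5 µg/mL final; Buffer or medium: Tris pH 8.0 buffer with MgCl2, Tween-20, BSA, BME; Reagent: glucose and ATP substrates; Doses: 20 µM test compound, 1% DMSO; Incubation: 90 min reaction incubation at room temperature, dark; Detection: resorufin fluorescence at 613 nm.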
# * hit, by the source's call; & = joins results of further samples. Compounds were not picked by outcome; about 2.4% have a hit in one of these screens.
no.	hIAP activ	PfGluPho inh	mIAP block	HKDC1 inh	mIAP act	APOBEC3A inh	ATG4B inhibitor	hIAP inh	canonical_smiles
1	1.1	-8	4	2	0.96	-4	1	-13	Cc1cc(NC(=O)c2ccc(Br)c(S(=O)(=O)N3CCCC3)c2)no1
2	1.2	11	12	-1	0.88	-6	-5	-16	O=C(/C=C/c1ccc(-c2ccccc2)cc1)NCc1cccnc1
3	0.97	-4	-8	0	1.1	1	-8	3	COc1ccc(CNC(=O)CN2C(=O)COc3ccc(S(=O)(=O)NC4CCCC4)cc32)cc1
4	0.88	6	1	-4	0.99	0	1	12	CCC(=O)Nc1cccc(C2=NOC3(C2)C[C@H](C(N)=O)N(C(=O)CC#N)C3)c1 (some centres not stated)
5	1	8	0	-3	1	1	1	-1	O=C(c1ccc(S(=O)(=O)N2CCCC2)cc1)N1CCN(c2ccccc2F)CC1
6	0.93	-3	6	-6	0.94	-1	-13	7	CSc1ccc(CN(C)CC(=O)NC(=O)NC(C)(C)C)cc1
7	1.2	-13	-13	-6	1.1	-6	4	-19	CCCCc1ccc(NC(=O)NCc2cccnc2)cc1
8	1.1	28	-11	-4	1.1	3	-10	-8	CCO[C@H]1OC(C(=O)NCc2nc3ccccc3[nH]2)=C[C@@H](c2ccc(C(F)(F)F)cc2)[C@@H]1CCCO
9	1	-3	2	-6	0.97	0	2	-2	CCOc1cc(/C=N/NC(=O)c2ccncc2)ccc1OC(=O)c1ccc([N+](=O)[O-])cc1
10	1.2	21	-12	7	1.1	6	2	-16	CCOc1cc(N2CCOCC2)c(OCC)cc1NC(=O)CSc1cccc[n+]1[O-]
11	0.67	-10	6	0	0.94	-3	4	33	Cc1ccc(C(=O)NCCNC(=O)COc2ccc(Cl)cc2)cn1
12	1.1	16	-2	15	1	-3	-10	-11	CCCc1cc(NCCCCO)n2c(nc3ccccc32)c1C#N
13	1.1	13	-6	-1	1.1	3	-17	-9	CC(=O)NC(c1ccccc1)c1c(O)ccc2ccccc12 (configuration not stated)
14	0.96	-16	6	-3	0.94	-7	-6	4	COc1ccccc1Nc1nc(-c2cccc(N3C(=O)c4ccccc4C3=O)c2)cs1
15	0.98	10	-3	1	1	3	7	2	Clc1ccc2nc(CSc3nc4ccccc4o3)cn2c1
16	1.2	-9	1	7	0.99	1	2	-19	Cc1cccc(NC(=O)c2ccc(F)c(S(=O)(=O)N3CCC4(CC3)OCCO4)c2)c1
17	0.86	-2	1	-8	0.99	-1	5	14	O=C1C2CC(O)CN2C(=O)N1c1ccccc1 (configuration not stated)
18	1.1	3	-2	5	1	0	-3	-11	COc1cc(C(=O)Nc2ccc3c(c2)OCO3)ccc1OCc1c(C)noc1C
19	0.89	-10	8	-6	0.92	-6	11	11	C=CCn1c(NCc2ccco2)nc2ccccc21
20	1.1	-5	-18	17	1.2	-8	2	-10	Cc1cc(C(=O)N/N=C/c2cn[nH]c2-c2ccccc2)cs1

# Part of the list above, screen by screen:
19. C=CCn1c(NCc2ccco2)nc2ccccc21
20. Cc1cc(C(=O)N/N=C/c2cn[nH]c2-c2ccccc2)cs1

assay / compound,19,20
hIAP activ,0.89,1.1
PfGluPho inh,-10,-5
mIAP block,8,-18
HKDC1 inh,-6,17
mIAP act,0.92,1.2
APOBEC3A inh,-6,-8
ATG4B inhibitor,11,2
hIAP inh,11,-10

# Next part.
no.	hIAP activ	PfGluPho inh	mIAP block	HKDC1 inh	mIAP act	APOBEC3A inh	ATG4B inhibitor	hIAP inh	canonical_smiles
21	1.1	-17	-6	-4	1.1	-8	-7	-12	O=C(NCCCn1ccnc1)c1cc(S(=O)(=O)N2CCOCC2)c(Cl)cc1Cl
22	0.98	5	15	0	0.85	-1	-4	2	CC(C)CN(C(=O)Cn1ccccc1=O)C1CCS(=O)(=O)C1 (configuration not stated)
23	1.7	-4	4	-4	0.96	2	-5	-68	CCOC(=O)c1cn(Cc2cccc(Cl)c2)c2cc(C)nn2c1=O
24	0.88	-18	18	-2	0.82	0	2	12	Cc1nc(N2CCN(c3ccccc3)CC2)nc2c1C(=O)CCC2
25	0.86	-8	-33	-2	1.3	-2	-6	14	O=C(COc1ccc(S(=O)(=O)N2CCOCC2)cc1)Nc1ccc(Br)cc1
26	0.98	7	8	2	0.92	-2	-22	2	Cn1cc(-c2nnc(-c3ccccc3)o2)c2ccccc21
27	1.1	0	1	-5	0.99	-3	-2	-6	COCCCNC(=O)CCCn1c(=O)c2ccccc2n(Cc2cccc([N+](=O)[O-])c2)c1=O
28	0.74	2	4	-1	0.96	1	5	26	COc1ccc(NC(=O)c2cc3c(CO)cnc(C)c3oc2=Nc2cccc(C)c2)c(OC)c1
29	0.88	16	-2	-2	1	0	3	12	CCCn1c(SCC(=O)N2c3ccccc3CC2C)nnc1-c1ccco1 (configuration not stated)
30	1.2	5	-3	11	1	-1	3	-18	Cc1cccc(-c2nsc(SCC(=O)NCc3ccc4c(c3)OCO4)n2)c1
31	1.2	-6	2	-3	0.98	1	4	-16	O=C(CCNC(=O)c1ccc(Br)cc1)Nc1ccc(S(=O)(=O)N2CCCCC2)cc1
32	1	5	-4	-6	1	-5	-16	-2	CC(=O)N1CCN(Cc2nc3cc(NC(=O)C4CCCCC4)ccc3n2C)CC1
33	0.87	13	-2	4	1	-2	-3	13	O=C(Nc1cccc([N+](=O)[O-])c1)N1CCCc2ccccc21
34	1	17	-2	-4	1	-3	-3	-1	CCc1ccc2c(CN3CCN(Cc4ccccc4)CC3)cc(=O)oc2c1
35	0.85	4	-3	4	1	-2	-2	14	Cc1ccc(O)c(CNc2nc3ccccc3[nH]2)c1
36	1	-5	-11	6	1.1	6	3	-2	CCN(CC)S(=O)(=O)c1cccc2c(N(C)C)cccc12
37	0.91	12	6	-2	0.94	-1	-7	9	COc1ccc(NC2=NCC(Cc3ccc(Br)cc3)S2)cc1 (configuration not stated)
38	1.1	-10	-10	-9	1.1	-5	21	-6	CCOC(=O)C1(Cc2ccc(OC)cc2)CCN(C(=O)c2sc(C)nc2C)CC1
39	1.3	-3	-10	4	1.1	1	-4	-34	Cc1cc(C)cc(N2C(=O)CC(n3ccnc3)C2=O)c1 (configuration not stated)
40	1	11	-11	-4	1.1	-3	-3	-2	COc1ccccc1CNS(=O)(=O)c1cc(C)ccc1OC
41	0.91	12	2	-3	0.98	2	-1	10	CN1CCN(c2ccc(NC(=O)c3cc4ccccc4o3)cc2)CC1
42	1	2	-3	1	1	-2	0	-2	CC1CC(C)CN(C(=O)c2ccccc2Nc2ccc(SC(F)F)cc2)C1 (configuration not stated)
43	1	-8	7	-7	0.93	-6	-6	-3	COc1ccccc1-c1nnc(SCC(=O)OC(C)C)o1
44	1.1	12	6	-4	0.94	3	-12	-11	N/C(Cc1ccc(Cl)cc1)=N\OC(=O)c1cccc2ccccc12
45	0.89	21	3	0	0.97	-5	-6	11	Nc1nonc1-n1nnc(C(=O)N/N=C/c2ccncc2)c1CSc1ccccc1
46	0.96	15	5	3	0.95	-4	3	4	CCCCOC(=O)C1=C(C)Nc2nnnn2C1c1ccccc1Cl (configuration not stated)
47	1.2	-8	-4	-4	1	-1	2	-25	CC(=O)NCCC(=O)Nc1nc(-c2ccc3c(c2)OCCO3)cs1
48	1	-24	-5	5	1.1	3	-13	-5	Cn1c(COc2ccc3ccccc3c2)nnc1SCC(=O)O
49	0.88	-6	2	-7	0.97	1	14	12	Cc1ccc(C)c(N2CCN(S(=O)(=O)c3cccc4cccnc34)CC2)c1
50	1.1	-21	-4	0	1	3	0	-9	COc1ccc(N2CCN(C(=O)COC(=O)CNC(=O)c3cccc(OC(F)F)c3)CC2)cc1

# 11 structures already listed, sorted by count of non-hydrogen atoms, lowest first:
no.	hIAP activ	PfGluPho inh	mIAP block	HKDC1 inh	mIAP act	APOBEC3A inh	ATG4B inhibitor	hIAP inh	canonical_smiles
35	0.85	4	-3	4	1	-2	-2	14	Cc1ccc(O)c(CNc2nc3ccccc3[nH]2)c1
39	1.3	-3	-10	4	1.1	1	-4	-34	Cc1cc(C)cc(N2C(=O)CC(n3ccnc3)C2=O)c1 (configuration not stated)
36	1	-5	-11	6	1.1	6	3	-2	CCN(CC)S(=O)(=O)c1cccc2c(N(C)C)cccc12
40	1	11	-11	-4	1.1	-3	-3	-2	COc1ccccc1CNS(=O)(=O)c1cc(C)ccc1OC
48	1	-24	-5	5	1.1	3	-13	-5	Cn1c(COc2ccc3ccccc3c2)nnc1SCC(=O)O
44	1.1	12	6	-4	0.94	3	-12	-11	N/C(Cc1ccc(Cl)cc1)=N\OC(=O)c1cccc2ccccc12
41	0.91	12	2	-3	0.98	2	-1	10	CN1CCN(c2ccc(NC(=O)c3cc4ccccc4o3)cc2)CC1
49	0.88	-6	2	-7	0.97	1	14	12	Cc1ccc(C)c(N2CCN(S(=O)(=O)c3cccc4cccnc34)CC2)c1
38	1.1	-10	-10	-9	1.1	-5	21	-6	CCOC(=O)C1(Cc2ccc(OC)cc2)CCN(C(=O)c2sc(C)nc2C)CC1
45	0.89	21	3	0	0.97	-5	-6	11	Nc1nonc1-n1nnc(C(=O)N/N=C/c2ccncc2)c1CSc1ccccc1
50	1.1	-21	-4	0	1	3	0	-9	COc1ccc(N2CCN(C(=O)COC(=O)CNC(=O)c3cccc(OC(F)F)c3)CC2)cc1

# Next section:
no.	hIAP activ	PfGluPho inh	mIAP block	HKDC1 inh	mIAP act	APOBEC3A inh	ATG4B inhibitor	hIAP inh	canonical_smiles
51	1.1	6	2	-2	0.98	0	17	-7	O=C(Nc1ccc(Oc2ccccc2)nc1)C1CCCCN1Cc1cccc(OCCO)c1 (configuration not stated)
52	0.92	68*	15	-8	0.85	-4	8	8	CCOC(=O)c1nc(NCc2ccccc2)sc1C
53	1	34	10	4	0.9	0	-5	-3	CCOC(=O)NC(Nc1sc2c(c1C(N)=O)CCCC2)(C(=O)OCC)C(F)(F)F (configuration not stated)
54	0.82	-1	14	5	0.86	-4	-5	18	COCCN(C)C(=O)CC1C(=O)NCCN1CC(c1ccccc1)c1ccccc1 (configuration not stated)
55	0.95	-11	2	-5	0.98	6	-6	5	Cc1cccc(OCCCC(=O)O)c1C
56	1.5	20	9	-6	0.91	2	-6	-53	O=C(Nc1ncn[nH]1)c1ccc(S(=O)(=O)N2CCOCC2)cc1
57	1.1	5	-40	-3	1.4	2	-8	-7	CN(C)S(=O)(=O)c1cccc(NC(=O)CCSc2ccc(Cl)cc2)c1
58	0.87	-19	0	-4	1	-4	-1	13	CN(CC(=O)Nc1ccccc1Br)C(=O)CN1CCN(c2ccccc2Cl)CC1
59	0.85	-1	-9	1	1.1	1	-2	15	CC1(C)Oc2ccc(C(=O)NC3CC3)cc2N(CC(=O)N2CCOCC2)C1=O
60	1.1	-30	1	-1	0.99	2	2	-15	O=C(NCC(=O)N(Cc1ccccc1)C(C(=O)NC1CCCCC1)c1ccco1)c1ccco1 (configuration not stated)
61	1.1	-7	0	2	1	-4	-7	-13	COc1cccc(CN2C(=O)Nc3ccccc3C(=O)N2C(C)(C)C)c1
62	1.1&0.94	-7&-17	0&-10	-8&8	1&1.1	0&3	7&-2	-11&6	Cc1ncc(C[n+]2csc(CCO)c2C)c(N)n1
63	1	-2	10	-2	0.9	1	-6	-4	COc1ccc(C(=O)CSc2nc3ncccc3[nH]2)cc1OC
64	0.83	7	7	-5	0.93	7	-9	17	COC(=O)C1=C(C(=O)OC)[N+]2=C3N(C(=O)NC2(C)C)[C@H](CO)C[C@@]32c3ccccc3N(Cc3ccccc3)[C@@H]12
65	1.5	4	0	2	1	-1	-4	-45	CC(C)C[C@H](NC(=O)c1nc[nH]c1C(=O)N1CCN(c2ccccc2)CC1)C(=O)OC(C)(C)C
